IL-2 act – IL-2 activation. IL-2 activation reporter assay, cell-based qHTS; stimulated with anti-CD3/CD4/CD28 beads; in transgenic mouse T cells. activation, % (series mostly up to about 46 µM). 360,000 tested, 0.065% active; in the data active means activation above about 50%; inconclusive means mostly about 30% to 49%; further: 0% is about no effect
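Unstimulated transgenic mouse T cells preincubated 60 min with compound, then stimulated with anti-CD3/anti-CD4-coated beads plus anti-CD28 for 18 h at 37 degrees C. IL-2 response read as EGFP and DsRed fluorescence by plate cytometry.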
PI5P4Ka inh – inhibitors of human PI5P4K alpha; 330,000 tested, 1.2% active; PI5P4Kalpha enzyme, ADP-Glo luminescence, 60 min; stronger effect = lower value; AID 652105; max response, %; P48426; active means max response of -50% or lower; inconclusive means between -30% and -50%; inactive means -30% or higher; further: value at the top dose of about 77 µM; on the % scale 0 is the no-effect control and ±100 the full control effect
Target sequence (P48426 whole entry, looked up): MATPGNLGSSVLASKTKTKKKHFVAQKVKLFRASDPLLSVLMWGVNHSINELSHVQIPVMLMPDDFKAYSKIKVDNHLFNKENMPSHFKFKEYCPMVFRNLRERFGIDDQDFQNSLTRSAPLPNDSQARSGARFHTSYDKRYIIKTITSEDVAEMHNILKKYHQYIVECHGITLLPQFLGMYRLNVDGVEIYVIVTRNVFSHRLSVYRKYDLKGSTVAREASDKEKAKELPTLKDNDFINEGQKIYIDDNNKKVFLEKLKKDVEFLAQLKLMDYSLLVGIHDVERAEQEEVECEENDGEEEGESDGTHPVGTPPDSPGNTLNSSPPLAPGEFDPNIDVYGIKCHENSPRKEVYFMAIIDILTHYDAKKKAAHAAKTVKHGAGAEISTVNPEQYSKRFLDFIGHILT
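ADP-Glo luminescence end-point after a 60 min room-temperature kinase reaction. PI5P4Kalpha and substrate in HEPES pH 7.4 buffer with EGTA, 0.1% CHAPS and 5% DMSO; ATP at 5 microM final.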
FUS yeast rescue – rescues growth of FUS-expressing yeast; S. cerevisiae FUS-expressing, growth rescue, OD600, 24 h; 390,000 tested, 0.24% active; Potency, µM (doses to about 76.6 µM), without a hit: at the highest dose growth rescue (activation), usual class: activators;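 further: potency means the concentration at half of the fitted maximal effect; plate controls were DMSO vehicle for no effect and reference control for full effect; nearly all actives have a fitted effect of over 55% in size; some results filed as inactive show a strong effect at the top dose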
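Yeast FUS proteinopathy model; galactose-induced FUS (2%), starting OD 0.005. Cpds in dilution series, 24hr, 30C, 99% humidity. Abs 600 nm growth. Pos ctrl CP55940 (top 92uM final); neg ctrl DMSO.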
Abeta rescue – A-beta toxicity reversal in yeast; 410,000 tested, 0.063% active; yeast expressing A-beta42, growth rescue, OD600, 48 h; response scale: 0% DMSO, 100% iron-clioquinol control; AID 1347071; Potency, µM (highest dose often 46.1 µM), without a hit: at the highest dose growth rescue, hits mostly activators; further: potency means the concentration at half of the fitted maximal effect; nearly all actives have a fitted effect of over 55% in size
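Yeast A-beta toxicity model in growth medium with pinned compounds, 48 h at 30 C; growth read as absorbance at 600 nm. Normalized to FeCl3/clioquinol equimolar mix (positive) and DMSO (negative).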
aSyn rescue – rescues yeast growth from alpha-synuclein toxicity | Yeast expressing alpha-synuclein, growth rescue, BacTiter-Glo, 24 h | Potency, µM (series often up to 46.1 µM), for the others: at the top dose growth rescue (activation), most hits filed as activators | 370,000 tested, 0.14% active; further: potency means the concentration at half of the fitted maximal effect; % of control where 0% means no effect; nearly all actives have a fitted effect of over 65% in size
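Rescue of yeast growth: cells expressing toxic alpha-synuclein, induced in galactose at OD600 0.02, incubated with compound 24 h at 30 C. ATP luminescence quantified growth; inhibitors of toxicity appear as activators.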
PLK1 PBD inh – blocks phosphopeptide binding to human PLK1 polo-box domain; Potency, µM, without a hit: max response, negative = inhibition, usual class: inhibitors; AID 720504; Plk1 PBD binding of FITC phosphopeptide, fluorescence polarization; 360,000 tested, 2.8% active; P53350; further: potency means the concentration at half of the fitted maximal effect; series mostly up to about 57 µM; on the % scale 0 is the no-effect control and ±100 the full control effect; nearly all actives have a fitted effect of over 65% in size
Target sequence (P53350 whole entry, looked up, the tested form may be a part): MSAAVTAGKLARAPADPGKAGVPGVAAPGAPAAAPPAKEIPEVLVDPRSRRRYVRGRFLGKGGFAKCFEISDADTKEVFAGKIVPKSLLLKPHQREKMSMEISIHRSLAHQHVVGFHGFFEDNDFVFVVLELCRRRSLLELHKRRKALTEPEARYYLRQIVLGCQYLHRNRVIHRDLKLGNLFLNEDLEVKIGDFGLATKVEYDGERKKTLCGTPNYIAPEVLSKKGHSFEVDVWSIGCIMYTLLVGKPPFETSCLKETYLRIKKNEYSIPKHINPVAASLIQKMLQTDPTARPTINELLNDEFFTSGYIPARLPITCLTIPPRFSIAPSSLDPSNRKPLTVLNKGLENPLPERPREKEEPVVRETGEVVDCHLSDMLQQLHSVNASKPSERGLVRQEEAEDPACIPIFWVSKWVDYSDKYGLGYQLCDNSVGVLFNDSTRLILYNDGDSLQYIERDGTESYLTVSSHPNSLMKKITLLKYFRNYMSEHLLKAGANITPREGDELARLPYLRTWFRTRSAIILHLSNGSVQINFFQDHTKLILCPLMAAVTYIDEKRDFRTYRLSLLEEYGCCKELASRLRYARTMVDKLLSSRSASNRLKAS
EPAC1 ag – activates human EPAC1 exchange factor | O95398 | EPAC1 agonist qHTS, biochemical assay; response scale: 100% = response to 6.5 mM cAMP | Potency, µM (doses to about 154 µM), for inactives: top-dose activation, hits mostly activators | 360,000 tested, 0.073% active; further: potency means the concentration at half of the fitted maximal effect; nearly all actives have a fitted effect of over 60% in size
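Nucleotide exchange by EPAC1 (100 nM) on Rap1B–BODIPY-GDP (250 nM) in the presence of 50 uM GDP is tracked fluorescently at 480/540 nm over 30 min. Signals are normalized to a 6.5 mM cAMP control.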
WRN helicase inh – blocks human WRN helicase; Q14191; 360,000 tested, 0.46% active; AID 651768; WRN helicase unwinding, fluorescent forked duplex, kinetic; Potency, µM (doses to about 114 µM), without a hit: at the top dose activity change, negative = inhibition, most hits filed as inhibitors; further: potency means the concentration at half of the fitted maximal effect; on the % scale 0 is the no-effect control and ±100 the full control effect; nearly all actives have a fitted effect of over 55% in size
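Kinetic fluorescence helicase assay: unwinding of a quenched forked DNA duplex (100 nM final) with 2 mM ATP final raises red fluorescence (525/598 nm). Compounds sat 15 min at room temperature with 20 nM WRN beforehand.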
EPAC1 antagonist – antagonists of human EPAC1. Potency, µM (top dose mostly 115 µM), for the others: top-dose activity change, negative = inhibition, usual class: inhibitors. 360,000 tested, 0.14% active. EPAC1 GEF assay, Rap1b-BODIPY-GDP exchange fluorescence. O95398. AID 720709;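 further: potency means the concentration at half of the fitted maximal effect; plate controls were vehicle for no effect and positive control for full effect; nearly all actives have a fitted effect of over 50% in size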
* hit, by the source's call; [ ] = another dose, or the depositor's remark. Unless noted, the call rests on the fitted dose curve; in most records, active means well fitted curve in the direction sought with a large enough effect; inconclusive means small, poorly fitted or top-dose-only effect, or another doubt; inactive means no such curve, though single readings can be large; an effect the other way counts as inactive or inconclusive.

How did O=C(Nc1ccc(F)cc1)C(Sc1nc2ccccc2[nH]1)c1ccccc1 (configuration not stated) do in these assays?
IL-2 act: -3.6; PI5P4Ka inh: -4.1; Abeta rescue: -8.6%; aSyn rescue: -9.1%; PLK1 PBD inh: -23.0%; EPAC1 ag: -4.2%; WRN helicase inh: -8.7%; EPAC1 antagonist: -3.6%

Results for CCOc1ccc(C(C)=O)cc1Cn1nc(C(=O)O)c2ccccc2c1=O ?
IL-2 act: 0.3; PI5P4Ka inh: -6.4; FUS yeast rescue: 20.9%; Abeta rescue: -11.1%; aSyn rescue: 2.2%; PLK1 PBD inh: -4.1%; EPAC1 ag: -4.3%; WRN helicase inh: -17.7%; EPAC1 antagonist: -18.3%

Results for CCOC(=O)N1CCN(C(=O)C(C)SCc2ccccc2)CC1 (configuration not stated) ?
IL-2 act: -0.3; FUS yeast rescue: -4.9%; Abeta rescue: 18.2%; aSyn rescue: 4.8%; PLK1 PBD inh: -8.3%; EPAC1 ag: -2.1%; WRN helicase inh: 2.0%; EPAC1 antagonist: 10.6%

How did O=C(Nc1ncc2c(n1)CC(c1ccco1)CC2=O)c1ccc(Cl)cc1 (configuration not stated) do in these assays?
IL-2 act: 0.0; PI5P4Ka inh: inconclusive; Abeta rescue: -12.9%; aSyn rescue: -2.4%; PLK1 PBD inh: -16.0%; EPAC1 ag: -1.2%; WRN helicase inh: -34.7%; EPAC1 antagonist: -18.6%

How did CCc1ccc(OC(C)C(=O)N(Cc2ccco2)C2CCS(=O)(=O)C2)cc1 (configuration not stated) do in these assays?
IL-2 act: 1.0; PI5P4Ka inh: -0.8; FUS yeast rescue: -9.5%; Abeta rescue: 1.9%; aSyn rescue: 2.1%; PLK1 PBD inh: 1.4%; EPAC1 ag: -9.5%; WRN helicase inh: 5.7%; EPAC1 antagonist: 10.7%

What do the screens show for `Cc1ccc2c(c1)N(CC(=O)NCc1ccco1)C(=O)C(C(C)C)O2` (configuration not stated)?
IL-2 act: -2.3; PI5P4Ka inh: -0.7; FUS yeast rescue: 13.9%; Abeta rescue: 5.4%; aSyn rescue: -0.7%; PLK1 PBD inh: -10.2%; EPAC1 ag: 1.7%; WRN helicase inh: -3.8%; EPAC1 antagonist: -18.1%

What do the screens show for `Cc1cc(C)cc(Oc2ncnc3c2ncn3Cc2c(Cl)cccc2Cl)c1`?
IL-2 act: 6.0; FUS yeast rescue: 42.3%; Abeta rescue: -11.0%; aSyn rescue: -1.2%; PLK1 PBD inh: 3.2%; EPAC1 ag: 22.7%; WRN helicase inh: 18.3%; EPAC1 antagonist: -12.0%

Results for CCOC(=O)c1ccccc1NC(=O)C1CC(=O)N(c2ccccc2)C1 (configuration not stated) ?
IL-2 act: -2.7; PI5P4Ka inh: -3.1; FUS yeast rescue: -5.8%; Abeta rescue: 7.4%; aSyn rescue: 10.7%; PLK1 PBD inh: -7.1%; EPAC1 ag: 15.0%; WRN helicase inh: 0.3%; EPAC1 antagonist: -18.7%

Results for COc1ccc(CCNc2nc(C)nc3c2nnn3Cc2ccccc2)cc1 ?
IL-2 act: -0.2; PI5P4Ka inh: 1.9; FUS yeast rescue: -20.2%; Abeta rescue: 4.4%; aSyn rescue: 5.1%; PLK1 PBD inh: 0.7%; EPAC1 ag: 5.9%; WRN helicase inh: 2.0%; EPAC1 antagonist: 0.1%

How did O=C(Cc1ccc(NC2=NC3CS(=O)(=O)CC3S2)cc1)NCc1ccccc1Cl (configuration not stated) do in these assays?
IL-2 act: -2.3; PI5P4Ka inh: 7.0; FUS yeast rescue: -16.2%; Abeta rescue: 0.5%; aSyn rescue: 0.3%; PLK1 PBD inh: 6.6%; EPAC1 ag: -11.0%; WRN helicase inh: 8.3%; EPAC1 antagonist: 8.7%

How did c1ccc2c(c1)OCCOCCOCCOCCOCCOc1ccccc1OCCOCCOCCO2 do in these assays?
IL-2 act: -4.0; PI5P4Ka inh: -1.9; FUS yeast rescue: 27.2%; Abeta rescue: -20.6%; aSyn rescue: -10.9%; PLK1 PBD inh: -2.5%; EPAC1 ag: -6.9%; WRN helicase inh: -18.9%[57.1 µM]; EPAC1 antagonist: -8.2%

Results for CCC(=O)Nc1ccc(/C(C)=N/NC(=O)c2c(Br)c(C)nn2C)cc1 ?
IL-2 act: -3.0; PI5P4Ka inh: 8.2; Abeta rescue: -12.6%; aSyn rescue: -4.5%; PLK1 PBD inh: -13.9%; EPAC1 ag: 2.9%; WRN helicase inh: 3.2%; EPAC1 antagonist: -13.4%

How did OCCN1CCN(CC(O)COC(c2ccc(F)cc2)c2ccc(F)cc2)CC1 (configuration not stated) do in these assays?
IL-2 act: -0.3; PI5P4Ka inh: -3.2; FUS yeast rescue: 0.8%; Abeta rescue: -4.4%; aSyn rescue: -2.2%; PLK1 PBD inh: -10.4%; EPAC1 ag: -1.4%; WRN helicase inh: 0.5%; EPAC1 antagonist: -6.6%

Results for O=[N+]([O-])c1ccccc1S(=O)(=O)N1CCN(c2ccccc2)CC1 ?
IL-2 act: -0.3; PI5P4Ka inh: -1.1; FUS yeast rescue: 8.8%; Abeta rescue: -39.4%[inhibitor]; aSyn rescue: inconclusive; PLK1 PBD inh: -5.6%; EPAC1 ag: 8.0%; WRN helicase inh: 6.2%; EPAC1 antagonist: 16.4%

How did Cc1ccc(CC(=O)Nc2ccc(F)c([N+](=O)[O-])c2)cc1 do in these assays?
IL-2 act: 0.4; PI5P4Ka inh: -2.4; Abeta rescue: 0.0%; aSyn rescue: -14.3%; PLK1 PBD inh: 2.3%; EPAC1 ag: -7.6%; WRN helicase inh: 8.5%; EPAC1 antagonist: -8.7%

How did COC(=O)[C@H](CCSC)NC(=O)c1cc2c(cn1)[nH]c1ccccc12 do in these assays?
IL-2 act: -0.6; PI5P4Ka inh: inconclusive; FUS yeast rescue: 14.2%; Abeta rescue: -60.1%[inhibitor]; aSyn rescue: 14.9%; PLK1 PBD inh: 2.99µM*; EPAC1 ag: 6.3%; WRN helicase inh: -34.2%; EPAC1 antagonist: -3.4%

Results for COCCN(C(=O)c1snc(C(N)=O)c1N)C(C(=O)NC1CCCCC1)c1cc(OC)c(OC)c(OC)c1 (configuration not stated) ?
IL-2 act: 0.3; PI5P4Ka inh: -6.5; FUS yeast rescue: 21.2%; Abeta rescue: 4.3%; aSyn rescue: -2.8%; PLK1 PBD inh: -12.7%; EPAC1 ag: 6.5%; WRN helicase inh: -1.6%; EPAC1 antagonist: -2.4%

Results for O=C(O)CC1=C(Nc2ccccc2)C(=O)N(c2ccccc2)C1c1ccc(Cl)cc1 (configuration not stated) ?
IL-2 act: 0.8; PI5P4Ka inh: 3.1; FUS yeast rescue: 19.3%; Abeta rescue: -12.6%; aSyn rescue: 6.0%; PLK1 PBD inh: -11.1%; EPAC1 ag: 2.8%; WRN helicase inh: -0.9%; EPAC1 antagonist: -3.3%

What do the screens show for `CC(C)(c1ccccc1)c1ccc(OCCN2CCOCC2)cc1`?
IL-2 act: 2.2; PI5P4Ka inh: 2.4; FUS yeast rescue: -24.5%; Abeta rescue: -10.9%; aSyn rescue: 6.6%; PLK1 PBD inh: -4.3%; EPAC1 ag: -1.1%; WRN helicase inh: -0.2%; EPAC1 antagonist: -5.2%

Results for COc1ccc(S(=O)(=O)N2CCOCC2)cc1NC(=O)COC(=O)C1CCC1 ?
IL-2 act: -0.6; PI5P4Ka inh: 1.7; Abeta rescue: -2.3%; aSyn rescue: -2.7%; PLK1 PBD inh: -3.8%; EPAC1 ag: -1.8%; WRN helicase inh: 5.0%; EPAC1 antagonist: 4.2%

What do the screens show for `CCCNC(=O)NNC(=O)c1ccc(F)cc1`?
IL-2 act: 0.7; PI5P4Ka inh: -12.3; FUS yeast rescue: -13.9%; Abeta rescue: 1.1%; aSyn rescue: 5.5%; PLK1 PBD inh: 23.8µM*; EPAC1 ag: 3.7%; WRN helicase inh: 10.0%; EPAC1 antagonist: -0.8%

How did CC(C)OC(=O)c1nn2c(C(F)(F)F)cc(-c3ccco3)nc2c1Cl do in these assays?
IL-2 act: 0.2; PI5P4Ka inh: 3.4; FUS yeast rescue: -32.8%; Abeta rescue: 8.3%; aSyn rescue: 6.1%; PLK1 PBD inh: 19.1%; EPAC1 ag: 2.6%; WRN helicase inh: 1.1%; EPAC1 antagonist: 10.3%

Results for CC(NC(=O)/C=C/c1ccccc1)c1ccccc1 (configuration not stated) ?
IL-2 act: -0.5; PI5P4Ka inh: 0.3; FUS yeast rescue: 12.8%; Abeta rescue: 19.1%; aSyn rescue: -4.0%; PLK1 PBD inh: -28.8%; EPAC1 ag: 6.5%; WRN helicase inh: -9.7%; EPAC1 antagonist: -25.1%

What do the screens show for `O=C1CC(NCc2ccc3c(c2)OCO3)C(=O)N1CCc1ccccc1` (configuration not stated)?
IL-2 act: -1.1; FUS yeast rescue: 21.3%; Abeta rescue: 5.1%; aSyn rescue: -4.9%; PLK1 PBD inh: -11.8%; EPAC1 ag: 10.6%; WRN helicase inh: -0.9%; EPAC1 antagonist: -3.1%

How did C=CCN(CC=C)C(=O)C1c2ccccc2Oc2ccccc21 do in these assays?
IL-2 act: -0.2; PI5P4Ka inh: -3.7; FUS yeast rescue: -14.4%; Abeta rescue: -7.2%; aSyn rescue: 1.5%; PLK1 PBD inh: 2.8%; EPAC1 ag: -11.6%; WRN helicase inh: 0.9%; EPAC1 antagonist: 5.8%

What do the screens show for `Cc1cc(C)c(OCC(=O)N2CC=C(c3ccccc3)CC2)c(C)c1`?
IL-2 act: 2.0; PI5P4Ka inh: -1.8; FUS yeast rescue: inconclusive; Abeta rescue: -2.0%; aSyn rescue: 8.3%; PLK1 PBD inh: -12.5%; EPAC1 ag: -3.4%; WRN helicase inh: -13.0%; EPAC1 antagonist: -12.8%

Screens: PubChem BioAssay, National Center for Advancing Translational Sciences (NCATS)
